NR2F2 inh: blocks human COUP-TFII nuclear receptor | P24468 | HEK293T NGFI-A luciferase reporter, luminescence | inhibition, % at 8.6 µM | 0.7% of 370,000 active | AID 686940;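 active = inhibition above a per-plate cutoff, mean inhibition of test wells between control levels plus 3 SD, cut at about 38% in these data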;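 also: cells cotransfected with COUP-TFII expression vector driving the NGFI-A reporter; 0% = median of COUP-TF2 test wells and 100% = reporter-only cells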
NCOA2 inhibitor: human SRC2 (NCOA2) inhibition; HEK293 GAL4-SRC2 luciferase reporter, luminescence; 0.17% of 370,000 active; inhibition, % at 9 µM; AID 651957; Q15596;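 active = inhibition above the mean inhibition of all tested compounds plus 3 SD, set per campaign, cut at about 52% in these data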;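 also: 0% = DMSO treated cells and 100% = cells given Gossypol at 36 µM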
TLR9-MyD88 inh: blocks human TLR9 binding to MyD88; Q9NR96+Q99836; CHO BLA complementation TLR9-MyD88, CCF4 FRET ratio; inhibition, % at 4.98 µM; 0.21% of 340,000 active; AID 504734;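 active = inhibition above the mean over all tested compounds plus 3 SD, cut at about 21% in these data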;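 also: 0% = DMSO only wells and 100% = clavulanate BLA inhibitor control wells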
NCOA1 inh: human NCOA1 inhibition | HEK293 GAL4-SRC1 luciferase reporter, luminescence | Q15788 | inhibition, % at 3.6 µM | 0.12% of 360,000 active;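 active = inhibition above the campaign mean plus 3 SD, with each screening campaign given its own cutoff, cut at about 60% in these data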;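 also: 0% = DMSO treated cells and 100% = gossypol at 36 µM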
Target sequence (Q15788 whole entry, looked up, the tested form may be a part): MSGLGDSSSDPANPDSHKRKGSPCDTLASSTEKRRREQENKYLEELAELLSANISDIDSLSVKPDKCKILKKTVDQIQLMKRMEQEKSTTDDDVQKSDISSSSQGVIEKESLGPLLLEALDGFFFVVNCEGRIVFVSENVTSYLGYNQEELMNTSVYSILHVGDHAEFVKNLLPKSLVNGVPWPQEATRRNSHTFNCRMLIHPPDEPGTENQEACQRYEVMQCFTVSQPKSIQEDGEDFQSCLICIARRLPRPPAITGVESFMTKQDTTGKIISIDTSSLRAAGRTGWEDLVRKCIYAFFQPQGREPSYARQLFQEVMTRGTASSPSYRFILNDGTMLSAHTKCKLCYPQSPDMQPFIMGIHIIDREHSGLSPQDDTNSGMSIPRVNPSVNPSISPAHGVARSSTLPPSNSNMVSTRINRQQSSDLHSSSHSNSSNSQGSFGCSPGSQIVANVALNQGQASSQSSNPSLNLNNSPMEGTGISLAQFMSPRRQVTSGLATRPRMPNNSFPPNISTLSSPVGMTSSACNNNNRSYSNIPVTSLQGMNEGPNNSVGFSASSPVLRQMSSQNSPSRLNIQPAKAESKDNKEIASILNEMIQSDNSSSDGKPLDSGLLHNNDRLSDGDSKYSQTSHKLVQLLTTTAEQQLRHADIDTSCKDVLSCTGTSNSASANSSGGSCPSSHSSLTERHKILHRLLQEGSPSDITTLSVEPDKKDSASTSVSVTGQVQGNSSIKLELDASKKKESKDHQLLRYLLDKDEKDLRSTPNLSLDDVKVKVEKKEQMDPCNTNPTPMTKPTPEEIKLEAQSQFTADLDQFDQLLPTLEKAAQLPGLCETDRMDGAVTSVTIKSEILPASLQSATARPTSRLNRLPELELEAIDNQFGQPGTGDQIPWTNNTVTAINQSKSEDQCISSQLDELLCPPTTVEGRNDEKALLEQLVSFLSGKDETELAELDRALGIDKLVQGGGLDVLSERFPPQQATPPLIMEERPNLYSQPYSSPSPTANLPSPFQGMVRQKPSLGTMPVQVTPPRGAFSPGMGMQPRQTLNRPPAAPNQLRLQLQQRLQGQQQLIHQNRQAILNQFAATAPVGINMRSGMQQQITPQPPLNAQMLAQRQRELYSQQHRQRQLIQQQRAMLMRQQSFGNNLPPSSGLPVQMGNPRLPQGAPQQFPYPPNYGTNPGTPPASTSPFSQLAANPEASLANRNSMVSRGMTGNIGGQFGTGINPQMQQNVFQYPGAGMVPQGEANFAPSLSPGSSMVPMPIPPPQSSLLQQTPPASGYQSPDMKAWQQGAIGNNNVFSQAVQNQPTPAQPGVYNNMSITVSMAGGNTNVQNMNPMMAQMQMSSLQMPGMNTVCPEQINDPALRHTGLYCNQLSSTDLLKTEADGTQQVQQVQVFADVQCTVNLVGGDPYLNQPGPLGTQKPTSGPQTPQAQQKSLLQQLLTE
NR5A2 inv ag: inverse agonists of human LRH-1 (NR5A2); O00482; HEK293T StAR-luciferase reporter, LRH-1 transfected, 24 h; inhibition, % at 3.6 µM; 0.13% of 360,000 active;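 active = inhibition above the mean inhibition of all tested compounds plus 3 SD, cut at about 73% in these data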;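 also: 0% = DMSO wells and 100% = reporter-only cells lacking LRH-1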
TROY signal inh: TROY signaling inhibition | Q293 LMP1-TROYcd NF-kB luciferase reporter, 4 h | inhibition, % at 10 µM | 0.98% of 360,000 active;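 active = compounds whose plate-normalised and pattern-corrected inhibition of the luciferase reporter signal at the single screening dose is 50% or more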
NCOA3 inh: inhibitors of human steroid receptor coactivator 3 (SRC3); Q9Y6Q9; HEK293 GAL4-SRC3 luciferase reporter, luminescence; inhibition, % at 3.6 µM; 0.17% of 360,000 active; AID 588352;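 active = inhibition above a per-campaign cutoff, the mean of all compounds plus 3 SD, cut at about 60% in these data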;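 also: 0% = DMSO-treated cells and 100% = gossypol-treated cells at 36 µM; higher means less SRC3-driven luciferase light from the GAL4 reporter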
NOD2-RIPK2 inh: inhibitors of human NOD2-RIPK2 interaction; CHO BLA complementation NOD2-RIPK2, CCF4 ratio; 0.38% of 360,000 active; inhibition, % at 4.98 µM; AID 624267; in the data active = inhibition above about 21%;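 also: 0% = vehicle only and 100% = reference blocker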
TWEAK Fn14 block: inhibitors of TWEAK-Fn14 interaction signaling | AID 1159606 | 2% of 360,000 active | TWEAK-stimulated Fn14 reporter cells, luciferase luminescence, 8 h | inhibition, % at 10 µM; in the data active = inhibition above about 50%
ABHD5 PLIN5 PPI: inhibitors of human ABHD5-perilipin-5 interaction; Split G. princeps luciferase complementation, luminescence, 4 h; inhibition, % at 4 µM; 0.78% of 360,000 active;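 active = inhibition above the mean inhibition across every tested compound plus 3 SD, cut at about 22% in these data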;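 also: 0% = DMSO only wells and the 100% control is not disclosed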
Exocytosis inh: lytic granule exocytosis inhibition. 0.66% of 360,000 active. AID 651702. TALL-104 LAMP-1 surface exposure, flow cytometry; cells stimulated with thapsigargin and PMA. inhibition, % at 10 µM;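 active = inhibition above about 55%, limit read from the data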
* hit, by the source's call; . = no result given. These rows are one share of the data; the hit share may differ from the screen's.

Order of results – NR2F2 inh	NCOA2 inhibitor	TLR9-MyD88 inh	NCOA1 inh	NR5A2 inv ag	TROY signal inh	NCOA3 inh	NOD2-RIPK2 inh	TWEAK Fn14 block	ABHD5 PLIN5 PPI	Exocytosis inh
1: CC1(C)Oc2ccc3ccc(=O)oc3c2/C(=C/Nc2ccccn2)C1=O
  12	-21	-3	-5	-14	-4	7	-5	-13	15	0
2: CC1(C(=O)NS(=O)(=O)c2cccc(F)c2)CCN1C(=O)Cc1ccc(Cl)cc1Cl (stereo not given)
  5	4	.	-41	4	5	-33	-9	3	3	-5
3: COc1ccc(CCNC(=O)c2cc(=O)[nH]c3ccccc23)cc1
  -2	-27	2	-42	-14	9	7	-8	27	5	-5
4: CN(C)C=Nc1nonc1-c1ccccc1
  15	9	-9	15	-8	-21	5	0	8	2	-3
5: CCN(Cc1ccccc1)C(=O)C1CCN(c2ncnc3c2nc2n3CCCCC2)CC1
  7	-14	10	16	-29	2	19	-18	-3	3	-15
6: COc1ccc2[nH]c(C)c(CCNC(=S)Nc3cccc(C)c3)c2c1
  -10	6	4	-1	7	-2	8	-4	-11	4	-1
7: CC(C)CN(C(=O)CSc1nc2ccccc2o1)c1c(N)n(Cc2ccccc2)c(=O)[nH]c1=O
  -11	13	-2	1	12	-5	-14	-6	-13	-13	8
8: NS(=O)(=O)c1ccc(CCNC(=O)C2CCN(S(=O)(=O)c3c(Cl)cccc3Cl)CC2)cc1
  3	-50	9	1	-5	6	8	-5	-9	-2	0
9: CCOC(=O)C1CCN(C(=O)/C(=C/c2ccccc2)NC(=O)c2ccccc2)CC1
  13	-29	5	-14	-3	-5	-7	7	-1	2	4
10: CC1(C(=O)NCc2cccnc2)CCN1C(=O)Cc1cccs1 (stereo not given)
  4	-15	.	0	4	-18	-19	5	1	1	-4
11: Cc1ccc(C2CC(=O)NC(SCc3ccccc3)=C2C#N)o1 (stereo not given)
  .	.	3	-1	-6	-5	2	4	21	-8	-4
12: COc1ccc(CN(C)C[C@@H]2OCCCC[C@H](C)Oc3ccc(NC(=O)Nc4ccc(F)cc4)cc3C(=O)N([C@H](C)CO)C[C@H]2C)cc1
  -12	6	16	-8	-7	-6	0	-11	0	2	0
13: COC(=O)c1sccc1NC(=O)COc1ccc(Cl)cc1Cl
  -10	-8	4	-13	-3	-37	-7	-1	-17	0	-1
14: CCc1c(C)nc(SC/C=C/c2ccccc2)[nH]c1=O
  .	.	-6	1	20	9	-25	-16	18	-6	0
15: Cc1ccc2c(=O)cc(C(=O)Nc3ccc(S(=O)(=O)Nc4onc(C)c4C)cc3)oc2c1
  -10	-9	-1	-9	-16	9	-7	0	11	0	-1
16: COc1ccc(CN2C[C@@H](CO)O[C@@H](n3cnc4c(NCc5cc(OC)c(OC)c(OC)c5)ncnc43)C2)cc1
  -14	19	.	-3	-5	18	-17	-5	-7	1	-6
17: COc1c(F)c(F)c(C(=O)Nc2ccc3oc(-c4ccncc4)nc3c2)c(F)c1F
  8	-5	4	5	-15	23	-8	5	5	3	1
18: O=C(CNC(=O)c1cccs1)c1ccc([N+](=O)[O-])cc1
  -30	-24	6	-38	-38	-27	-37	-6	-27	-4	2
19: COC(=O)C1=C(C)Nc2ccc(C)cc2S1
  -10	-39	-20	-3	-2	34	-5	-15	29	-16	0
20: CC1(NC(=O)Nc2ccccc2)CCS(=O)(=O)C1 (stereo not given)
  -10	-9	.	9	-3	-4	17	2	-5	7	-5
21: COCc1[nH]nc2c1C(c1ccccc1F)C(C#N)=C(N)O2 (stereo not given)
  19	9	12	1	18	-16	9	3	-2	3	2
22: COc1ccc(S(=O)(=O)N(CC(=O)NC2CCCC2)c2ccccc2OC)cc1
  24	3	2	-31	3	6	9	-8	3	0	3
23: CC(C)Cc1nnc(NC(=O)CCC(=O)N2CCN(Cc3ccc(F)cc3)CC2)s1
  8	-6	-3	-9	14	-5	8	-3	6	-1	-1
24: CC1=NN(C(N)=S)C(=O)C1N=Nc1ccccc1Cl (stereo not given)
  -45	-5	-10	-15	-30	-17	-17	-12	-13	1	-4
25: Cc1cc(C)cc(N(C(=O)c2csnn2)C(C(=O)NC2CCCCC2)c2ccncc2)c1 (stereo not given)
  10	-10	-4	-6	-32	-2	0	-8	22	-4	7
26: CC1Cc2ccccc2N1C(=O)Cn1cc([N+](=O)[O-])ccc1=O (stereo not given)
  10	2	0	-2	-6	7	-15	-10	9	-3	-10
27: CCN1CCN(CCNC(=O)c2ccc3c(c2)N(Cc2ccc(F)cc2)C(=O)/C(=C/c2ccccc2)S3)CC1
  8	9	4	-26	-4	1	23	20	-52	24*	39
28: O=C(CSc1ccc2ccccc2c1)Nc1nc2ccccc2[nH]1
  -15	-2	7	5	-14	16	8	2	8	-6	0
29: Cc1ccc2nc(CSc3nc(C)ccc3C#N)[nH]c2c1
  -36	-29	16	-113	-98	45	-77	5	69*	-5	-8
30: CNc1ccc(-c2cccc([N+](=O)[O-])c2)cn1
  -28	-34	.	-31	-17	-29	-20	-6	-20	-6	-5
31: COc1ccc(C2CC(=O)N3CN(c4ccccc4F)CSC3=C2C#N)cc1OC (stereo not given)
  -8	-13	3	-6	-4	-6	-1	2	10	-17	4
32: COc1ccc(NC(=O)c2ccccc2Cl)cc1NC(=O)CN1CCOCC1
  -17	-9	4	26	6	.	14	-3	-15	13	-3
33: O=C(CSc1nncc2ccccc12)N1CCOCC1
  14	-18	-3	12	-11	-32	3	-5	2	-15	22
34: Cc1ccc(C(=O)CN2C(=O)NC3(CCc4ccccc43)C2=O)c(C)c1 (stereo not given)
  10	-18	4	16	-9	-29	1	-7	-25	-12	-4
35: COc1ccc(S(=O)(=O)N2CCC(NC(=O)c3cccc(F)c3)CC2)cc1
  9	6	4	-4	-27	-14	-14	-4	4	-4	-9
36: COc1ccc(C(C)(NC(C)=O)c2nc(-c3ccc(S(C)(=O)=O)cc3)cs2)cc1 (stereo not given)
  -2	-10	.	0	34	-3	-33	-9	-12	-1	4
37: CCOc1ccc(N/C=C/C(=O)c2ccc3ccccc3c2)c([N+](=O)[O-])c1
  .	.	3	-24	-19	-44	-2	1	-1	5	-1
38: O=S(=O)(c1cccc2c(S(=O)(=O)N3CCCC3)cccc12)N1CCCC1
  -5	16	-2	1	15	7	-9	-9	-19	-1	-4
39: COc1ccccc1N1CCN(C2CC(=O)N(C)C2=O)CC1 (stereo not given)
  -4	1	4	5	-9	-16	7	2	15	0	-3
40: Cc1cc(C(C)(C)C)oc1C(=O)N(CC(=O)NC1CCCC1)c1c(C)cccc1C
  7	18	-9	9	7	6	22	-1	19	-7	3
41: Cc1ccccc1C(O)c1cccnc1 (stereo not given)
  12	-18	0	5	16	8	-6	1	-6	-6	-9
42: O=C(CSc1n[nH]c(=O)[nH]c1=O)N1CCCCCC1
  13	-39	-8	1	25	10	9	-7	1	0	-1
43: COc1ccc(C2(CNC(=O)CCC(=O)O)CCCC2)cc1OC
  22	13	1	-7	4	-12	19	-13	8	6	2
44: Brc1ccccc1/C=N/Nc1ccc2ccccc2n1
  -34	-51	-11	-104	-121	-24	-84	-9	-2	-17	15
45: CCCCN(CCCNC(=O)c1ccc2nc(N3CCOCC3)sc2c1)Cc1ccccc1
  2	-10	11	-5	8	8	-6	-7	3	-3	0
46: N#CCCN1C(=O)C2(OCCO2)c2ccccc21
  3	8	-7	-16	5	-2	-5	4	0	6	-5
47: COC(=O)[C@H](CCSC)NC(=O)NCc1ccc(S(N)(=O)=O)cc1
  7	2	10	-64	-6	-1	-4	8	13	0	-2
48: Cc1cc(C(=O)Nc2ccc3c(c2)OCO3)cs1
  .	.	-3	-80	-178	-46	-83	4	18	7	-2
49: CC(C)Cn1c(N)c(C(=O)CSc2ncnc3sc4c(c23)CCCC4)c(=O)n(C)c1=O
  -1	5	4	7	-9	6	15	3	12	5	3
50: CCCN1CCC(=O)N([C@H](CSc2ccccc2)Cc2ccccc2)CC1
  0	-21	-7	-4	1	-16	12	-3	-3	2	4
51: Cc1ccc2c(c1)C(c1ccncc1)=NNC(c1cccnc1)=N2
  16	4	4	18	4	-4	4	-1	15	-1	4
52: Cc1ccc2c(CSc3nnc4ccccn34)cc(=O)oc2c1C
  4	-19	-1	-21	-11	-16	-3	-3	-5	2	-8
53: O=C(Nc1cc(Sc2ccccn2)cc([N+](=O)[O-])c1)c1cccc(F)c1
  42*	12	-8	-7	20	28	12	-7	65*	-1	-3

An excerpt from above in order of length of the SMILES, ascending:
Order of results – NR2F2 inh	NCOA2 inhibitor	TLR9-MyD88 inh	NCOA1 inh	NR5A2 inv ag	TROY signal inh	NCOA3 inh	NOD2-RIPK2 inh	TWEAK Fn14 block	ABHD5 PLIN5 PPI	Exocytosis inh
41: Cc1ccccc1C(O)c1cccnc1 (stereo not given)
  12	-18	0	5	16	8	-6	1	-6	-6	-9
46: N#CCCN1C(=O)C2(OCCO2)c2ccccc21
  3	8	-7	-16	5	-2	-5	4	0	6	-5
48: Cc1cc(C(=O)Nc2ccc3c(c2)OCO3)cs1
  .	.	-3	-80	-178	-46	-83	4	18	7	-2
42: O=C(CSc1n[nH]c(=O)[nH]c1=O)N1CCCCCC1
  13	-39	-8	1	25	10	9	-7	1	0	-1
52: Cc1ccc2c(CSc3nnc4ccccn34)cc(=O)oc2c1C
  4	-19	-1	-21	-11	-16	-3	-3	-5	2	-8
43: COc1ccc(C2(CNC(=O)CCC(=O)O)CCCC2)cc1OC
  22	13	1	-7	4	-12	19	-13	8	6	2
51: Cc1ccc2c(c1)C(c1ccncc1)=NNC(c1cccnc1)=N2
  16	4	4	18	4	-4	4	-1	15	-1	4
50: CCCN1CCC(=O)N([C@H](CSc2ccccc2)Cc2ccccc2)CC1
  0	-21	-7	-4	1	-16	12	-3	-3	2	4
47: COC(=O)[C@H](CCSC)NC(=O)NCc1ccc(S(N)(=O)=O)cc1
  7	2	10	-64	-6	-1	-4	8	13	0	-2
45: CCCCN(CCCNC(=O)c1ccc2nc(N3CCOCC3)sc2c1)Cc1ccccc1
  2	-10	11	-5	8	8	-6	-7	3	-3	0
53: O=C(Nc1cc(Sc2ccccn2)cc([N+](=O)[O-])c1)c1cccc(F)c1
  42*	12	-8	-7	20	28	12	-7	65*	-1	-3
37: CCOc1ccc(N/C=C/C(=O)c2ccc3ccccc3c2)c([N+](=O)[O-])c1
  .	.	3	-24	-19	-44	-2	1	-1	5	-1
49: CC(C)Cn1c(N)c(C(=O)CSc2ncnc3sc4c(c23)CCCC4)c(=O)n(C)c1=O
  -1	5	4	7	-9	6	15	3	12	5	3

Source: PubChem (several laboratories)
